Hsp90 Hop PPI: changes Hsp90-Hop TPR2A binding signal, up or down. AlphaScreen TPR2A-His6 binding biotin-Hsp90 C-terminal peptide. Potency, µM (titrated, usually from 57 µM), without a hit: at the highest dose activity change, negative = inhibition. 71,000 tested, 0.44% active. AID 595; active means well fitted curve in either direction with a large enough effect; inconclusive means small, poorly fitted or top-dose-only effect, or another doubt; further: potency means the concentration at half of the fitted maximal effect; on the % scale 0 is the no-effect control and ±100 the full control effect; many of its hits are not listed in these tables
4MU fluor: compounds fluorescent in 4-MU spectral region; compound autofluorescence, 340/450 nm, 4-MU equivalents; stronger effect = higher value; 59,000 tested, 11% active; max dye-equivalent concentration, M; in the data active means max dye-equivalent concentration above about 10 nM; inconclusive means mostly about 1.1 nM to 9.6 nM
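Compounds in 100 mM Tris, pH 8.0, incubated 15 min at room temperature, then fluorescence read at 340 nm excitation/450 nm emission. Signal converted to 4-MU dye-equivalent concentration using an on-plate six-point 4-MU standard curve.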
UbGFP stabilizer: ubiquitin-GFP accumulation via proteasome inhibition. 67,000 tested, under 10 active. Ubiquitin-GFP reporter cells, proteasome inhibition, GFP fluorescence; response scale: untreated = 0%, 10 µM MG-132 = 100%. Potency, µM (titrated, usually from 45.9 µM), for the others: at the highest dose activation (GFP accumulation), usual class: activators; active means well fitted activation curve with a large enough effect, not every such curve was filed as active; inconclusive means small, poorly fitted or top-dose-only effect, or another doubt; inactive means no such curve, though single readings can be large or run the other way; further: potency means the concentration at half of the fitted maximal effect
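Proteasome block read as GFP accumulation: ubiquitin(G76V)-GFP U2OS cells exposed to compound (2.9 nM–46 uM) for 4 hr at 37 C. Normalization used untreated cells as 0% and 10 uM MG-132 as 100%; concentration-response curves fitted.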
GFP derepression: epigenetic GFP locus derepression in mouse cells; mouse C127i GFP locus derepression, cytometry, 30 h; Potency, µM (series often up to 46.1 µM), for inactives: top-dose GFP derepression (activation); 68,000 tested, 0.09% active; AID 597; further: % of control where 0% means no effect
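Derepression screen: silenced CMV-GFP reporter in murine C127i cells, 30 h compound incubation at 37 C, washed cells imaged by laser-scanning cytometer to enumerate GFP-expressing objects of 20 to 120 um.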
HBB splice mod: alters splicing of the hemoglobin beta chain; Potency, µM (titrated, usually from 46.1 µM), without a hit: at the top dose activation, most hits filed as activators; 65,000 tested, 0.06% active; HBB splicing reporter cell assay, activation; EGFP reporter with mutant IVS2-654 intron; response scale: normalised to 500 nM splice-correcting PNA; AID 925; further: potency means the concentration at half of the fitted maximal effect; 0% is about no effect
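Compounds were applied for 2 days to HeLa EGFP-654 cells, 500/well in Optimem with 2% FCS. The reporter's EGFP is disrupted by mis-splicing of beta-globin intron IVS2-654. Readout: summed well GFP fluorescence from 488 nm laser scanning; reference was 500 nM antisense […] 654 PNA.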
Pol III holo inh: blocks replication by bacterial DNA polymerase III holoenzyme. reconstituted DNA polymerase III holoenzyme replication, biochemical. Potency, µM (series often up to 57.1 µM), for the others: top-dose activity change, negative = inhibition. 71,000 tested, 0.25% active; further: potency means the concentration at half of the fitted maximal effect; on the % scale 0 is the no-effect control and ±100 the full control effect
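Reconstituted *E. coli* holoenzyme (0.35 nM Pol III, 1 nM beta, 154 nM SSB, 2 nM primase) was preincubated with compound for 15 min at RT. Synthesis on 1.4 nM ssM13Gori ran 35 min, then was stopped with PicoGreen/EDTA and read as dsDNA fluorescence.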
BRCT inh red: disrupts BRCA1 BRCT binding to phosphoprotein, red fluorophore readout; BRCT-phosphopeptide binding, red fluorescence polarization; Potency, µM (series often up to 76.9 µM), for inactives: at the top dose activity change, negative = inhibition, hits mostly inhibitors; 75,000 tested, 0.03% active; further: on the % scale 0 is the no-effect control and ±100 the full control effect
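Rhodamine-labelled pBACH1 10-mer (100 nM) bound to BRCT domain (100 nM) at pH 7.3; compounds incubated 12 min room temperature, polarization read. Free peptide defines full inhibition; unlabelled decapeptide titrated as control.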
A350 autofl: compound fluoresces in the Alexa 350 spectral region; AID 590; 59,000 tested, 11% active; max dye-equivalent concentration, M; Compound autofluorescence, 340/450 nm, Alexa 350 dye-equivalents; stronger effect = higher value; in the data active means max dye-equivalent concentration above about 10 nM; inconclusive means mostly about 1.1 nM to 9.6 nM
BRCT inh green: blocks human BRCA1 BRCT binding to phosphopeptide, green readout. P38398. Potency, µM (doses to about 76.9 µM), for inactives: at the highest dose activity change, negative = inhibition, usual class: inhibitors. 75,000 tested, 0.05% active. BRCA1 BRCT-phosphopeptide binding, green fluorescence polarization;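 further: potency means the concentration at half of the fitted maximal effect; plate controls were peptide without protein for full effect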
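Compounds were incubated for 12 min at room temperature with a complex of 100 nM fluorescein-tagged pBACH1 decapeptide and 250 nM His-tagged BRCT protein. Buffer was phosphate pH 7.3 with EDTA, DTT and Tween 20. Disruption of binding lowers the polarization signal.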
ALOX15 inhib: blocks human 15-lipoxygenase activity. purified 15hLO-1, xylenol orange hydroperoxide absorbance. P16050. 74,000 tested, 1.4% active. AID 887. Potency, µM (doses to about 57.1 µM), for the others: top-dose activity change, negative = inhibition, usual class: inhibitors; further: potency means the concentration at half of the fitted maximal effect; on the % scale 0 is the no-effect control and ±100 the full control effect; nearly all actives have a fitted effect of over 55% in size
Target sequence (P16050 whole entry, looked up): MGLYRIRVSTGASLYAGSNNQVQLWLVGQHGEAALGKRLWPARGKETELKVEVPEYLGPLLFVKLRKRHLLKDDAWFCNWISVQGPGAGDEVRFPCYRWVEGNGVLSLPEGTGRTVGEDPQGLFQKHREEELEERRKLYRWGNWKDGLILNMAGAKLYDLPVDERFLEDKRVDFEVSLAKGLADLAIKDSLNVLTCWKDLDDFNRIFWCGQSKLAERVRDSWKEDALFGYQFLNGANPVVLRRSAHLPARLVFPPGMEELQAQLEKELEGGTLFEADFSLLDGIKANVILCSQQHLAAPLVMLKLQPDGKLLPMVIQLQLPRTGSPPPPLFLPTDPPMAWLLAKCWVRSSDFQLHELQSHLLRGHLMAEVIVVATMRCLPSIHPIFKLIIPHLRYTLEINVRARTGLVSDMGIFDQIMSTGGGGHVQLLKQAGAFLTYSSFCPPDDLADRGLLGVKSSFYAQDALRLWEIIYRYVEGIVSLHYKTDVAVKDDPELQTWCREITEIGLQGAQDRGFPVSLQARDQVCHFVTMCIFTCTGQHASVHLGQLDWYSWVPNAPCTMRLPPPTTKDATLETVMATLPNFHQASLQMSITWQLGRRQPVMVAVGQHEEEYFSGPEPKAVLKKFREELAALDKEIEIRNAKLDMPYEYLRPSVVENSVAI
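Hydroperoxide formed from arachidonic acid (50 uM) by purified human 15hLO-1 (40 nM) oxidizes ferrous iron, and the ferric-xylenol orange complex is read at 573 versus 405 nm. Compounds were preincubated 15 min; reaction ran 6 min at room temperature.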
CRE-bla Fsk: modulators of forskolin-stimulated CRE signaling in CHO cells; CHO CRE-bla reporter (cAMP response element driving beta-lactamase), forskolin EC10, beta-lactamase ratio; Potency, µM (series often up to 38.2 µM), inactives show at the top dose activity change, negative = inhibition, usual class: activators; 71,000 tested, 2.5% active; active means well fitted activation curve with a large enough effect in the signal ratio, with a control signal flat, not every such curve was filed as active; inconclusive means small, poorly fitted or top-dose-only effect, or effect the other way, or a change in a side signal; the % refers to the signal ratio; further: potency means the concentration at half of the fitted maximal effect; % of control where 0% means no effect
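CHO CRE-bla cells, overnight plating in Opti-MEM with 0.5% dialyzed FBS; cpd titration + EC10 NKH 477, 3 h 37 °C; CCF4 2 h RT; ex 405/em 460 vs 530 ratio → %Activity, AC50.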
Starred values were filed as active, the others as inactive; i = inactive; ? = inconclusive; nt = no result given; [ ] = another dose, or the depositor's remark. Unless noted, the call rests on the fitted dose curve; in most records, active means well fitted curve in the direction sought with a large enough effect; inconclusive means small, poorly fitted or top-dose-only effect, or another doubt; inactive means no such curve, though single readings can be large; an effect the other way counts as inactive or inconclusive.

SMILES | Hsp90 Hop PPI | 4MU fluor | UbGFP stabilizer | GFP derepression | HBB splice mod | Pol III holo inh | BRCT inh red | A350 autofl | BRCT inh green | ALOX15 inhib | CRE-bla Fsk
CC(C)Cn1c2nc3ccccc3nc2c2c(=O)n(CCN3CCOCC3)cnc21 | -5% | 6.6e-07M* | 4% | -2% | 0.7%[57.5 µM] | -2% | -1.4% | 8.6e-07M* | -6.4% | ? | ?
Cc1ccc(-c2nnn(CC(=O)Nc3ccccc3N3CCOCC3)n2)cc1 | 1% | i | 2% | 0% | nt | -4% | 1.7% | i | -4.3% | -10% | ?
O=C(c1ccco1)N1CCN(C(=O)c2cc(-c3ccncc3)nc3ccc(Br)cc23)CC1 | -6% | i | 10% | -3% | -0.2% | -1% | 0.4% | i | 1.2% | 5% | ?
CN(C)S(=O)(=O)c1ccc(C(=O)Nc2ccccn2)cc1 | -6%[11 µM] | nt | -10%[9.17 µM] | 0% | -4.8%[0.0738 µM] | 1%[11.4 µM] | 1.5% | nt | -1.4% | 3%[11.4 µM] | ?
NC(=O)C1CCN(C(c2ccccc2F)c2nnnn2Cc2ccco2)CC1 (configuration not stated) | 0% | i | -7% | -2% | 0.2% | 6% | -0.8% | i | -0.1% | -6% | 0%
COc1ccc(NC(C)=O)cc1NC(=O)CN1CCN(CC(=O)Nc2ccccc2Cl)CC1 | -6% | i | 8% | 2% | 3.5% | -6% | -1.3% | i | -0.3% | 13% | 30%
COc1ccc(C2CC(c3ccc(F)cc3)Nc3nc(N)nn32)cc1OC (configuration not stated) | -3% | nt | 9% | 0% | 0.1% | -6% | 0.4% | nt | -1.3% | 11% | 0%
CCOCCCn1c(=N)c(C(=O)NCc2ccc3c(c2)OCO3)cc2c(=O)n3ccccc3nc21 | -4% | 1.6e-07M* | nt | -2% | 1.4%[0.369 µM] | -3% | -0.2% | 2.3e-07M* | -1.2% | 5% | ?
O=C(CSc1nnc(Cc2cccs2)n1-c1ccccc1)Nc1ccc2c(c1)OCCO2 | -4% | i | 2% | -3% | 0.8% | -6% | -0.4% | i | -1.4% | -3% | ?
COc1ccc(C)cc1NC(=O)CN1CCN(c2ccccc2F)CC1 | 4% | i | -2% | 2% | -1.3% | 1% | -0.3% | i | -0.2% | -22% | ?
COC(=O)N1CCC2(CCCN(c3ncccn3)C2)CC1 | 1% | i | -3% | 2%[9.22 µM] | 4.1% | -2% | -0.5% | i | 1.4% | 2% | 2%
CCC1Oc2ccc(C)cc2N(CC(=O)NCCCN2CCN(Cc3ccccc3)CC2)C1=O (configuration not stated) | 1% | i | 1% | 4% | 0.0%[57.5 µM] | 0% | 0.7% | i | -0.2% | -3% | -4%
Cn1c(=O)[nH]c(=O)c2c1nc(N1CCCCC1)n2CC(O)CN1CCCCC1 (configuration not stated) | 1% | i | -1% | -1% | nt | -4% | -1.1% | i | 0.0% | 4% | 5%
O=C(C[n+]1ccc2ccccc2c1)c1ccc2ccc3ccccc3c2c1 | -5%[11 µM] | i | -3%[9.17 µM] | -1%[9.22 µM] | 1.7%[9.22 µM] | -21%[11.4 µM] | 1.8%[15.4 µM] | i | -2.8%[15.4 µM] | 16%[11.4 µM] | -3%[7.6 µM]
CC(C)n1c(NCc2nc3ccccc3n2C)nc2ccccc21 | -6% | i | 11% | 3% | -1.0% | -3% | 1.5% | i | -0.4% | 30% | 1%
Cc1cc(C)n(-c2nc(Nc3ccccc3)nc(-n3nc(C)cc3C)n2)n1 | 0% | i | 0% | 3% | nt | -12% | 1.4% | i | -0.8% | 51%[activator] | 12%
c1cncc(-c2nc(NCCN3CCOCC3)c3ccccc3n2)c1 | 0% | i | -1% | -3%[9.22 µM] | -0.2% | -20% | -2.4% | i | 1.9% | 5% | 10µM*
Cc1ccc2c(CC(=O)NCc3ccco3)coc2c1C | -1% | i | 5% | 2% | -0.2% | -6% | 0.6% | i | 0.8% | -12% | -6%
CCOC(=O)N1CCN(C(=O)Nc2ccc(Cl)cc2)CC1 | -4% | i | 7% | 2% | -0.4% | 0% | -2.5% | ? | -1.3% | -2% | -12%
COCCN(CCOC)Cc1cc(=O)oc2cc3c(cc12)CCC3 | -5% | i | 1% | 3% | -0.5% | -2% | 1.7% | i | -2.0% | 3% | 4%
Cc1noc(C)c1C(=O)N1CCC2(CCCN(C(=O)Nc3cccc(C#N)c3)C2)CC1 | 0% | i | 0% | -4%[9.22 µM] | 2.0% | -5% | 0.9% | i | -4.4% | -1% | -6%
O=C(c1ccco1)N1CCN(C(=O)C2CCCN(S(=O)(=O)Cc3ccccc3)C2)CC1 (configuration not stated) | -2% | i | -1% | -2% | nt | -7% | -0.4% | i | -0.1% | 5% | -2%
CC1(C)CC(=O)C(C=NCCc2ccc(O)cc2)=C(O)C1 | 0% | nt | 0% | -2% | -0.6%[9.22 µM] | -3% | -2.1% | nt | -1.0% | -3% | -5%
CCn1c(SC(=O)NC2CCCCC2)nnc1-c1cccs1 | 0% | i | 0% | 0% | -0.1%[57.5 µM] | -3% | -0.2% | ? | -4.4% | -13% | 4%
COc1ccc(CCNC(=O)c2nnn(CC(=O)Nc3ccccc3)c2N)cc1OC | -2% | i | 8% | -1% | 5.0% | -18% | 0.1% | i | -1.7% | -5% | 15%
Cc1ccc(C(=O)Nc2ncc(Cc3ccccc3)s2)o1 | -3% | i | -3% | -2% | -0.1%[57.5 µM] | -1% | -0.4% | i | 1.2% | 2% | 16%
O=C(CSc1nc(-c2ccco2)cc(C(F)(F)F)n1)NCC1CCCO1 (configuration not stated) | -3% | ? | 5% | 1% | -0.1% | -3% | 1.1% | 1.1e-08M* | -1.0% | 3% | 16%
O=C(NCCO)c1cc2ccccc2cc1O | -4% | 4.1e-08M* | 15% | -1% | -0.9% | -1% | -0.2% | 4.8e-08M* | -1.7% | 9% | -7%
Cn1c(=O)c2c(ncn2CC(N)=O)n(C)c1=O | -1% | i | 3% | 0% | -0.7% | -4% | -1.2% | i | -0.6% | -1% | -6%
O=C(NC1CC1)C1CCC(=O)N1C1CCCC1 (configuration not stated) | -8% | i | -5% | 4% | 2.5% | 4% | 0.6% | i | -1.4% | 8% | 9%

By substructure: the compounds so far containing an aryl methoxy group.
SMILES | Hsp90 Hop PPI | 4MU fluor | UbGFP stabilizer | GFP derepression | HBB splice mod | Pol III holo inh | BRCT inh red | A350 autofl | BRCT inh green | ALOX15 inhib | CRE-bla Fsk
COc1ccc(NC(C)=O)cc1NC(=O)CN1CCN(CC(=O)Nc2ccccc2Cl)CC1 | -6% | i | 8% | 2% | 3.5% | -6% | -1.3% | i | -0.3% | 13% | 30%
COc1ccc(C2CC(c3ccc(F)cc3)Nc3nc(N)nn32)cc1OC (configuration not stated) | -3% | nt | 9% | 0% | 0.1% | -6% | 0.4% | nt | -1.3% | 11% | 0%
COc1ccc(C)cc1NC(=O)CN1CCN(c2ccccc2F)CC1 | 4% | i | -2% | 2% | -1.3% | 1% | -0.3% | i | -0.2% | -22% | ?
COc1ccc(CCNC(=O)c2nnn(CC(=O)Nc3ccccc3)c2N)cc1OC | -2% | i | 8% | -1% | 5.0% | -18% | 0.1% | i | -1.7% | -5% | 15%

Next section.
SMILES | Hsp90 Hop PPI | 4MU fluor | UbGFP stabilizer | GFP derepression | HBB splice mod | Pol III holo inh | BRCT inh red | A350 autofl | BRCT inh green | ALOX15 inhib | CRE-bla Fsk
O=C1C2C3C=CC(C3)C2C(=O)N1c1n[nH]c(-c2cccnc2)n1 (configuration not stated) | -3% | i | 1% | 0% | 0.1% | -2% | 0.0% | ? | -2.1% | 7% | 0%
CCOc1ccc(N(CC(=O)NCCCOC)S(C)(=O)=O)cc1 | -3% | nt | -3% | 7% | 6.4% | -1% | -0.2% | nt | -1.4% | 4% | 2%
CCOC(=O)N1CCC(NC(=O)c2cccnc2SC)CC1 | 1% | i | -1% | 3% | -0.5% | 1% | 0.4% | i | 0.3% | -1% | -1%
O=C(CSC1=NCCS1)Nc1nc2c(s1)CCCC2 | -9% | i | 2% | -3% | 0.2% | -3% | 0.7% | i | 0.1% | -7% | ?
Cc1csc(Sc2nc3c(c(=O)[nH]c(=O)n3C)n2CCCc2ccccc2)n1 | -3% | i | 9% | 5% | 6.1%[1.84 µM] | -5% | -0.1% | i | 0.2% | 9% | 13%
COc1ccc(C)cc1NC(=O)c1ccc(NC(=O)CC2SC(N3CCCC3)=NC2=O)cc1 (configuration not stated) | -6% | 2.4e-08M* | 0% | -2% | 0.2% | 3% | -0.1% | 3.7e-08M* | 0.5% | 1% | -7%
O=C(c1ccco1)N1CCN(C(=O)N2c3ccccc3Sc3ccccc32)CC1 | -15% | i | 15% | 0% | -0.6% | 8% | 0.5% | i | 1.9% | -5% | 1µM*

Random draw from the library; about 12% have a hit in one of these screens.
